WRN inhibitor – qHTS for Inhibitors of WRN Helicase. Bifunctional 3'-5' exonuclease/ATP-dependent helicase WRN (Homo sapiens), Q14191. WRN helicase unwinding, fluorescent forked duplex, kinetic. Potency, µM (top dose mostly 114 µM), for inactives: at the highest dose activity change, negative = inhibition, most hits filed as inhibitors. 0.46% of 360,000 active. AID 651768, 2012; also: potency is read from the fitted curve at half-maximal effect; % is scaled to controls: 0 for no effect and ±100 for the full control effect; nearly all actives have a fitted effect of over 55% in size
Target sequence (Q14191 whole entry, looked up): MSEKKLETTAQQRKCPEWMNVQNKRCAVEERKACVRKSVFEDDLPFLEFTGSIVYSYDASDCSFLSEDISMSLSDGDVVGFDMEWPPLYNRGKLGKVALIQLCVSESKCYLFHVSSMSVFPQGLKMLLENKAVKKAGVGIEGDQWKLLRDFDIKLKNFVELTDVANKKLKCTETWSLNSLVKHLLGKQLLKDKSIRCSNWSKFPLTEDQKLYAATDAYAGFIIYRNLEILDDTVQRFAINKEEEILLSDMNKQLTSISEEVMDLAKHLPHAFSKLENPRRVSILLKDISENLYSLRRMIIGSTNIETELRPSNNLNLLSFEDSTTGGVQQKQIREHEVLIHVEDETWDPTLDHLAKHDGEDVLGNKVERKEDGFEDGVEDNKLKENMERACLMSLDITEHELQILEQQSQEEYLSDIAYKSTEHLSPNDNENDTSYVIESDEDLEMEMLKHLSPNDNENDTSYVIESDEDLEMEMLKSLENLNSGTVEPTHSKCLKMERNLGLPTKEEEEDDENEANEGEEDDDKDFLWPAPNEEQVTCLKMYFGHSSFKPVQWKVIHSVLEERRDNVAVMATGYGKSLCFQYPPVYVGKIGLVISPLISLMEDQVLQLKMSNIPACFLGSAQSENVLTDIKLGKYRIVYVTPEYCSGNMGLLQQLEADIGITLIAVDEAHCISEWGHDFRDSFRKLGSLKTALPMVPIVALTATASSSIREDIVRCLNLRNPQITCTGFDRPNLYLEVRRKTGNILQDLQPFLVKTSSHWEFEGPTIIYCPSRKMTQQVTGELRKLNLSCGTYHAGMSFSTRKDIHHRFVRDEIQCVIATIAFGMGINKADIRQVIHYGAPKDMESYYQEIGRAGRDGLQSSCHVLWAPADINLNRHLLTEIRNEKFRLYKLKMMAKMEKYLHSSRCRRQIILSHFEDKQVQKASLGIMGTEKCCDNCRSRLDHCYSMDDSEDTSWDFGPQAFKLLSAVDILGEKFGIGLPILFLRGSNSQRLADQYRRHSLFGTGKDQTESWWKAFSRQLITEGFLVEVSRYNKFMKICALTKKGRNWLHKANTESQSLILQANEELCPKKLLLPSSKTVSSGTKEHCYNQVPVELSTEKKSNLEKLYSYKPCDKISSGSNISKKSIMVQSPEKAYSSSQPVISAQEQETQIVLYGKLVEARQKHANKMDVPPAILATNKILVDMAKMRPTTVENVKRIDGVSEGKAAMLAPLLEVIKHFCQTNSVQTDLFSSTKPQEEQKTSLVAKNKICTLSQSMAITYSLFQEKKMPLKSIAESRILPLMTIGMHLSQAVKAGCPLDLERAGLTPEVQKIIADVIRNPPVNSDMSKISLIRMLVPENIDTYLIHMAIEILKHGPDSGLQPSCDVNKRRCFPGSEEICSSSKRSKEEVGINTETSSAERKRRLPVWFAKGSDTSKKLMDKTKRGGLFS
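Enzyme (20 nM final) and test compound sit together 15 min at room temperature before substrate addition. Substrate is a single-forked duplex oligonucleotide (100 nM) labelled with fluorophore and quencher, with 2 mM ATP; helicase unwinding raises red fluorescence, read kinetically.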
HT1080NT lethal – qHTS for induction of synthetic lethality in tumor cells producing 2HG: qHTS for the HT-1080-NT fibrosarcoma cell line; AID 686970, 2013; 1.6% of 360,000 active; HT-1080-NT fibrosarcoma viability, CellTiter-Glo ATP luminescence, 48 h; Potency, µM (doses to about 46.1 µM), for inactives: at the highest dose activity, negative = less viability, usual class: cytotoxic;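 also: NT is the 2HG producing partner of a matched IDH1 knockdown line; potency is read from the fitted curve at half-maximal effect; 0% = DMSO-treated cells and -100% = media-only wells without cells; nearly all actives have a fitted effect of over 55% in size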
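Toxicity toward the 2HG-producing NT line was scored as %Activity, normalised to DMSO and no-cell wells, from CellTiter-Glo luminescence after 48 hours' treatment.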
MCF10A rereplic – A quantitative high throughput screen for small molecules that induce DNA re-replication in MCF 10a normal breast cells | 2.9% of 350,000 active | MCF 10A DNA re-replication, Hoechst nuclear intensity, 48 h | Potency, µM (highest dose often 46.1 µM), inactives show at the top dose activity, positive = re-replication, usual class: activators | AID 624296, 2012; also: potency is read from the fitted curve at half-maximal effect; % of control where 0% means no effect; nearly all actives have a fitted effect of over 50% in size
KB-V1 MDR tox – qHTS assay for MDR1-selective chemotherapeutics: Primary screen using the drug-selected MDR subline cells KB-V1 | AID 1347076, 2019 | 3.4% of 400,000 active | KB-V1 MDR cells viability, CellTiter-Glo, 72 h | Potency, µM (highest dose often 46.1 µM), for inactives: top-dose activity change, negative = cytotoxicity, actives largely listed as cytotoxic; also: potency is read from the fitted curve at half-maximal effect; % is scaled to controls: 0 for no effect and ±100 for the full control effect; nearly all actives have a fitted effect of over 60% in size
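Luminescent ATP read-out (CellTiter-Glo, 10 min) measures survival of drug-selected KB-V1 MDR cells after 72 h, 37 degrees C compound exposure. Medium: phenol-red-free DMEM, 10% FBS. Values from fitted concentration-response curves.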
IL1B secr inh – qHTS for Inhibitors of Inflammasome Signaling: IL-1-beta AlphaLISA Primary Screen; THP-1 LPS/ATP IL-1B secretion, AlphaLISA, 16 h; active compounds read low; activity change, % at 57.5 µM; 4.7% of 360,000 active; in the data active = activity change below about -50%; inconclusive = mostly about -30% to -49%; also: % is scaled to controls: 0 for no effect and ±100 for the full control effect
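THP-1 cells pretreated 1 hr with compounds (up to 57.5 uM final), then stimulated with LPS (250 ng/mL final) plus ATP (1.25 mM final); secreted IL-1B measured by AlphaLISA after 16 hr, decreased signal indicating inhibition.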
KB-3-1 tox – qHTS assay for MDR1-selective chemotherapeutics: Primary screen using the parental adenocarcinoma cell KB-3-1. KB-3-1 viability, CellTiter-Glo ATP luminescence, 72 h. Potency, µM (highest dose often 46.1 µM), without a hit: at the top dose activity change, negative = cytotoxic, most hits filed as cytotoxic. 1.4% of 400,000 active; also: potency is read from the fitted curve at half-maximal effect; % is scaled to controls: 0 for no effect and ±100 for the full control effect; nearly all actives have a fitted effect of over 60% in size
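Parental KB-3-1 adenocarcinoma cells in phenol-red-free DMEM with 10% FBS were pin-treated with compounds at several concentrations, incubated 72 h at 37 °C, and viability read by CellTiter-Glo luminescence; concentration-effect curves were fitted after normalization.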
HT1080 IDH1KD tx – qHTS for induction of synthetic lethality in tumor cells producing 2HG: qHTS for the HT-1080-IDH1KD cell line | HT-1080 IDH1 knockdown viability, ATP luminescence, 48 h | Potency, µM (top dose mostly 46.1 µM), for inactives: top-dose activity, negative = toxicity, most hits filed as cytotoxic | 2% of 360,000 active;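 also: potency is read from the fitted curve at half-maximal effect; 0% = DMSO wells and -100% = cell-free medium wells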
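Viability of IDH1-knockdown HT-1080 fibrosarcoma cells was assessed by CellTiter-Glo after 48 h at 37 °C with titrated compound; concentration-effect curves were classified by fit quality and response size.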
ATXN2 expr inh – Primary qHTS for Inhibitors of ATXN expression; HEK-293 ATXN2-luciferase reporter, luminescence, 24 h; Potency, µM (highest dose often 57 µM), for inactives: at the top dose activity change, negative = inhibition, hits mostly inhibitors; 0.72% of 360,000 active; AID 1745845, 2022; also: potency is read from the fitted curve at half-maximal effect; % is scaled to controls: 0 for no effect and ±100 for the full control effect; nearly all actives have a fitted effect of over 55% in size
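ATXN2-luciferase reporter cells (luciferase flanked by upstream and downstream ATXN2 gene portions) were treated 24 h at 37 °C with compounds at up to 57 uM. SteadyGlo luminescence gave expression; GF-AFC fluorescence gave viability.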
SW480 rerep – A quantitative high throughput screen for small molecules that induce DNA re-replication in SW480 colon adenocarcinoma cells; Potency, µM (series often up to 46.1 µM), inactives show top-dose re-replication activation, hits mostly activators; 1.8% of 340,000 active; SW480 DNA re-replication, Hoechst DNA content imaging, 48 h; also: potency is read from the fitted curve at half-maximal effect; % of control where 0% means no effect; nearly all actives have a fitted effect of over 55% in size
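Cells (250 per well) received 23 nL compound or DMSO by pin tool and were kept 48 hr at 37 C, 5% CO2. Nuclei were then stained with Hoechst for 40 min and scanned for DNA content.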
* hit, by the source's call; ? = inconclusive; . = not tested or not shown; [ ] = dose if it differs, or a comment. Unless noted, calls follow the shape of the dose curve; as a rule, active = well fitted curve in the direction sought with a large enough effect; inconclusive = small, poorly fitted or top-dose-only effect, or another doubt; inactive = no such curve, though single readings can be large; an effect the other way counts as inactive or inconclusive.

SMILES	WRN inhibitor	HT1080NT lethal	MCF10A rereplic	KB-V1 MDR tox	IL1B secr inh	KB-3-1 tox	HT1080 IDH1KD tx	ATXN2 expr inh	SW480 rerep
Cc1ccc(C)c(S(=O)(=O)Nc2ccc(C(N)=O)cc2)c1	6%	-2%	-28%	-11%	-17	-9%	0%	-2%	-20%
CC(=O)NC(=S)Nc1ccccc1F	5%	0%	4%	5%	0	6%	1%	.	-28%
COc1ccccc1C(=O)NCCC(=O)Nc1ncccc1C	-30%	3%	0%	2%	4	0%	0%	-1%	-2%
O=C(COC(=O)/C=C/c1cccc([N+](=O)[O-])c1)NCc1ccco1	-1%	11%	2%	41%	0	0%	18%	.	-6%
CC(=O)Nc1ccc(NC(=O)CN2CCN(c3ccccn3)CC2)cc1	3%	-1%	2%	0%	19	?	16%	4%	0%
CCSc1nnc(SCC(=O)N2CCN(C(=O)c3ccco3)CC2)s1	-9%	10%	10%	-24%	-8	20%	15%	-1%	-1%
CCN(CC)CCCNC(=O)c1cc2c(-c3ccc(Cl)cc3)nn(C)c2s1	93%[activator]	21µM*	-5%	?	-81*	?	23µM*	25µM*	?
CN1CCN(CCP(=O)(c2ccccc2)c2ccccc2)CC1	7%	8%	-23%	14%	-10	29%	10%	0%	-2%
COc1ccc(Cl)cc1NC(=S)N1CCCC1	0%[57.1 µM]	16%	-2%	1%	9	-4%	8%	-13%	3%
CCn1cc(C2N3CC4(C)CN2CC(C)(C3)C4=O)c2ccccc21 (stereo unspecified)	-6%	0%	0%	0%	-11	4%	3%	-9%	3%
Cc1cccc(C)c1NC(=O)C1NC(=O)CC1c1ccccc1 (stereo unspecified)	-4%	8%	-5%	-21%	6	-14%	3%	-3%	-4%
COc1cc(C2(c3ccc(O)c(OC)c3)C(=O)N(C)c3ccc(C)cc32)ccc1O	2%	-12%	11%	0%	7	-1%	-3%	1%	-4%
O=C(C1CCCO1)N1CCN(C(=S)NC2CC2)CC1 (stereo unspecified)	0%	4%	1%	5%	17	-7%	3%	-20%	-29%
Cc1ccc(C(=O)NC(Cc2cccc(F)c2)C(=O)O)cc1 (stereo unspecified)	5%	-3%	5%	0%	14	0%	-1%	7%	?
COc1cccc(CSc2nc3ccccc3[nH]2)c1	-4%	6%	-1%	6%	-19	21%	6%	50%[activator]	2%
CCn1cc(C(=O)NC2CCCCC2)c(=O)c2cc(S(=O)(=O)N(C)C)ccc21	3%	1%	5%	0%	-18	3%	1%	-1%	-2%
CC(C#N)(NC(=O)CN1CCN(S(=O)(=O)c2ccccc2Cl)CC1)C1CC1 (stereo unspecified)	-1%	-3%	-1%	-10%	-9	-1%	4%	8%	-24%
O=C(Nc1ccon1)c1cccc(S(=O)(=O)N2CCCC2)c1	0%	10%	-8%	?	4	-11%	3%	-10%	-5%
CCOC(=O)N1CCC(NC(=O)C2CCN(C(=O)N3CCOc4ccccc43)CC2)CC1	-10%	15%	-1%	2%	5	10%	9%	2%	-3%
CCOc1ccc(NC(=O)CSc2nc3cccnc3n2CCOC)cc1	8%	7%	2%	?	0	10%	6%	10%	0%

Whole records, looked up by structure. Values in the order: WRN inhibitor | HT1080NT lethal | MCF10A rereplic | KB-V1 MDR tox | IL1B secr inh | KB-3-1 tox | HT1080 IDH1KD tx | ATXN2 expr inh | SW480 rerep
Cc1ccc(C)c(S(=O)(=O)Nc2ccc(C(N)=O)cc2)c1 as listed: 6% | -2% | -28% | -11% | -17 | -9% | 0% | -2% | -20%
CCOc1ccc(NC(=O)CSc2nc3cccnc3n2CCOC)cc1 as listed: 8% | 7% | 2% | ? | 0 | 10% | 6% | 10% | 0%
COc1ccc(Cl)cc1NC(=S)N1CCCC1 as listed: 0%[57.1 µM] | 16% | -2% | 1% | 9 | -4% | 8% | -13% | 3%

Next records:
SMILES	WRN inhibitor	HT1080NT lethal	MCF10A rereplic	KB-V1 MDR tox	IL1B secr inh	KB-3-1 tox	HT1080 IDH1KD tx	ATXN2 expr inh	SW480 rerep
CNC[C@H]1OCCCC[C@H](C)Oc2ccc(NC(=O)CCCN(C)C)cc2C(=O)N([C@H](C)CO)C[C@@H]1C	3%	-4%	.	?	11	11%	-6%	11%	.
N#Cc1ccc(CN2C=NS(=O)(=O)c3ccccc32)cc1	11%	8%	3%	-6%	23	4%	8%	-21%	-6%
Cc1ccc(NC2=NCCCCC2)cc1C	1%	0%	9%	1%	-14	-5%	12%	-1%	-2%
COC(=O)c1cn(CC(=O)Nc2ccc(F)cc2)c2ccccc12	3%[57.1 µM]	-19%	?	4%	-19	-3%	-28%	-14%	3%
CCCC1(c2ccccc2)NC(=O)N(CC(=O)Nc2cc(C)on2)C1=O (stereo unspecified)	3%	-4%	0%	9%	64	-2%	-11%	.	-5%
CCCCOP(=O)(c1ccc(N(C)C)cc1)C(O)c1cc(OC)ccc1OC (stereo unspecified)	-3%	-7%	-22%	?	9	-7%	-9%	11%	1%
Cn1cccc1CC(=O)NNC(=S)Nc1ccc(Cl)cc1Cl	-5%	9%	8%	12%	0	-3%	4%	0%	19%
C=CC(=O)N1c2ccccc2Sc2ccc(NC(=O)OCC)cc21	-16%	?	6.5µM*	-12%	-112*	?	?	?	?
COc1cc(Cl)ccc1OCc1cc(C(=O)N2CC[C@@H]3CCCC[C@H]3C2)no1	-8%	4%	16µM*	15%	-83*	9%	3%	31%[activator]	-2%
CNc1cc(C)nc(N2CCOCC2)n1	-6%	0%	1%	5%	-6	5%	9%	.	-16%
CCC(C(=O)N1CCN(C(=O)c2ccco2)CC1)n1sc2ccccc2c1=O (stereo unspecified)	8%	-1%	-1%	?	-12	22%	9%	19%	-9%
CCCCOCC1CC(CC#CCN2CCCCC2)C(=O)O1 (stereo unspecified)	-15%	7%	?	-4%	13	-1%	-9%	-10%	16%
Cc1ccc(S(=O)(=O)CCC(=O)Nc2ccccc2N2CCCC2)cc1	4%	5%[9.24 µM]	-8%	?	-9	-14%	7%	-14%	-19%
CN(Cc1ccc(F)cc1)C(=O)c1ccc(NS(=O)(=O)c2ccccc2)cc1	-18%	-4%	10%	-8%	11	8%	-9%	-6%	0%
Cc1ccc2c(c1)N(CC(=O)NCC1CCCO1)C(=O)C(C)O2 (stereo unspecified)	0%	3%	0%	2%	2	15%	9%	6%	-2%
Cc1cc(C)n2c(Nc3c(C)cccc3C)c(-c3ccccn3)nc2n1	-10%	?	.	?	183	?	18µM*	?	.
O=c1oc2cc(O)c(Cl)cc2c2ccccc12	-22%	2%	?	-24%	0	0%	10%	-7%	-6%
O=C1NC(=O)N(Cc2ccccc2)CC1Br (stereo unspecified)	-4%	1%	4%	9%	-12	?	2%	-5%	-8%
CCOC(=O)c1sc(NC(=O)C2CC(=O)N(c3ccccc3C)C2)nc1C (stereo unspecified)	2%	-14%	-16%	0%	-2	-2%	-17%	-6%	-4%
CCCCN(C(=O)c1cc(Cl)nc2ccccc12)c1c(N)n(CCCC)c(=O)[nH]c1=O	-15%	2%	-25%	?	43	-1%	-3%	-6%	-12%
O=C(c1cccc(F)c1)N1CCN(C(=O)C(c2ccccc2)c2ccccc2)CC1	-5%	-16%	-3%	-27%	12	-17%	-1%	-7%	6%
CS(=O)(=O)N1N=C(c2cccs2)CC1c1ccccc1O (stereo unspecified)	?	3%	-8%	-6%	-4	-5%	-4%	0%[11.3 µM]	1%
O=C(NCc1ccccn1)Nc1ccccc1C(F)(F)F	-1%	-1%	3%	5%	24	14%	4%	2%	0%
Cc1ccc(NC(=O)c2cccc3cccnc23)cc1	5%	-8%	8%	?	-10	-6%	-1%	90%[activator]	30%
N/C(=N/OS(=O)(=O)c1ccc([N+](=O)[O-])cc1)c1ccncc1	1%	7%	-9%	-13%	1	8%	4%	.	-1%
O=S(=O)(c1cccc(C(F)(F)F)c1)c1ccc(O)cn1	4%	18%	-1%	-3%	0	-1%	17%	-10%	-15%
C=CCOc1c(Cl)cc(/C=N/O)cc1OC	-7%	-1%	-5%	1%	5	12%	-16%	-28%	-3%
CN(CC(=O)Nc1ccc(F)cc1)C(=O)Cn1nnc(-c2ccccc2)n1	-21%	-4%	4%	-23%	0	3%	-3%	-3%	-4%
CCN(CC)c1ccc(NC(=O)CCN2C(=O)c3ccccc3S2(=O)=O)c(C)c1	-1%	8%	22%	11%	7	0%	9%	27%	-124%[inhibitor]
OC(COCC1COc2ccccc2O1)CN1CCN(c2ccccc2F)CC1 (stereo unspecified)	-6%	-8%	8%	12%	-6	0%	-9%	-26%	0%
CCCN(CC1CC1)C(=O)Nc1ccccc1C	-4%	23%	0%	-6%	7	8%	1%[9.24 µM]	-12%	0%
COc1ccccc1N1CCN(C(=O)Oc2ccccc2)CC1	-12%	-4%	6%	-14%	?	2%	15%	21%	-1%
C=CCC[C@H](Cc1ccc(F)cc1)C(=O)OC[C@@H](NC(=O)[C@H](CC=C)CC(=O)NCCO)c1ccccc1	1%	0%	2%	1%	-13	-5%	12%	1%	5%
Cc1cc2c(=O)n(Cc3ccco3)c(SCC(=O)c3ccc(Cl)s3)nc2s1	-22%	1%	18%	-17%	3	1%	-3%	-36%	8%
Cc1ccc2nc(-c3ccccc3)c(Cc3cccc(F)c3)n2c1	-7%	?	.	?	22	?	?	-26%	.
